# Bioassay records (PubChem)
# AID inh = inhibitors of human activation induced cytidine deaminase | Q9GZX7 | AID deamination FRET fluorescence, UDG-coupled, 4 h | Potency, µM (series often up to 115 µM), without a hit: top-dose activity change, negative = inhibition, actives largely listed as inhibitors | actives 0.32% (n = 91,000); also: nearly all actives have a fitted effect of over 25% in size
# Target sequence (Q9GZX7 whole entry, looked up): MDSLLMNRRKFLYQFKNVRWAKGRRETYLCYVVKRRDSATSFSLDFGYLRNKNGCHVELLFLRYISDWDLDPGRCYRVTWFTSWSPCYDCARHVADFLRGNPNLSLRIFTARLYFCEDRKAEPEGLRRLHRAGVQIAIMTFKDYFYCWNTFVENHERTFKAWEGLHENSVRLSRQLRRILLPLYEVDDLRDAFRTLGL
# UDG counter = counter-screen for AID inhibitors: uracil-DNA glycosylase inhibition. Potency, µM (top dose mostly 115 µM), for the others: at the top dose activity change, negative = inhibition, usual class: inhibitors. FRET deamination/UDG coupled assay, UDG read, 4 h. actives 0.14% (n = 91,000); also: nearly all actives have a fitted effect of over 65% in size
# The depositor's hits bear a star; ? = inconclusive; [ ] = another dose, or the depositor's remark. Calls follow the shape of the dose curve; as a rule, active = well fitted curve in the direction sought with a large enough effect; inconclusive = small, poorly fitted or top-dose-only effect, or another doubt; inactive = no such curve, though single readings can be large; an effect the other way counts as inactive or inconclusive. % is scaled to controls: 0 for no effect and ±100 for the full control effect; potency is read from the fitted curve at half-maximal effect. Only part of the results is shown; the hit share may differ from the screen's.
Molecule	AID inh	UDG counter
CC(NC(=O)CCC1CCCCC1)C1CC2CCC1C2 (configuration not stated)	-4.0%	-3.8%
O=C(O)c1cc(-n2c(/C=C\c3ccc(F)cc3)nc3ccccc3c2=O)ccc1Cl	?	89.1µM*
Cc1cc(OCC(=O)OCCOc2ccccc2)ccc1Cl	-3.5%	1.3%
COC(=O)CN1C(=O)CSc2ccc(S(=O)(=O)Nc3ccc(C)c(N(C)C)c3)cc21	2.8%	-3.9%
CC(CNC(=O)C1CCN(C(=O)c2cc3sccc3n2C)CC1)c1ccccc1 (configuration not stated)	-27.3%	-11.4%
Cc1cc(OS(C)(=O)=O)cc2c1C(=O)/C(=C/c1cccnc1)O2	-20.0%	-5.6%
Clc1ccccc1Cn1cccc1C1=NC(Cc2ccccc2)CO1 (configuration not stated)	-13.5%	-4.2%
COc1ccc(N2CCN(C(CNC(=O)c3ccc(C)cc3)c3ccc4c(c3)OCO4)CC2)cc1 (configuration not stated)	-15.7%	-8.5%
COc1ccc(OC)c(NC(=O)C2CCN(S(=O)(=O)c3c(C)noc3/C=C/c3ccc(C)cc3)CC2)c1	6.3%	-11.0%
COC(=O)c1ccccc1NC(=O)CCCn1c(C)c2cnn(-c3ccccc3)c(=O)c2c1C	-5.0%	-16.2%
N#C/C(=C\c1c(Oc2ccc(F)cc2)nc2ccccn2c1=O)c1nc2ccccc2s1	98.7%[activator][57.5 µM]	-1.6%[57.5 µM]
CCC(C)c1ccccc1OCC(=O)Nc1ccc(S(=O)(=O)Nc2cc(C)on2)cc1 (configuration not stated)	134.9%	1.8%
CSc1cccc(NC(=O)c2cc(=O)c(OCc3ccccc3F)co2)c1	1.8%	3.1%
Cc1nc(-c2ccc(CCNC(=O)c3nccnc3N)cc2)cs1	-10.3%	-1.8%
Cc1c(C(=O)Nc2ccc(F)c(F)c2)oc2ccc(S(=O)(=O)N(C)C3CCCCC3)cc12	-29.3%	-21.2%
CNC(=O)c1ccc(CN(C(=O)Cn2c(C)cc3ccccc32)C2CC2)cc1	4.3%	0.7%
Cc1ccc(NC(=O)c2ccc(-c3cccc(Cl)c3C)o2)cc1	?	-20.3%
Cc1ccc(Cn2c(C(=O)O)c(CNC3CCCCC3)c3ccc(C)cc32)cc1	26.9%	4.7%
N#Cc1ccccc1COc1ccc(C(=O)c2ccccc2)cc1	-18.2%	-7.2%
CC(C)(C)c1cc(CCC(=O)NC2CC2)cc(C(C)(C)C)c1O	-6.6%	-6.3%
CCn1cc(C(=O)N(C)Cc2ccccc2)c(=O)c2cc(S(=O)(=O)N3CCc4ccccc4C3)ccc21	?	-6.9%
CC(C)C(NC(=O)c1ccc(Cl)cc1Cl)C(=O)NCc1cnn(-c2ccccc2)c1 (configuration not stated)	2.8%	-4.7%
Cc1ccc(F)cc1NC(=O)CC(C)(C(=O)O)c1ccccc1 (configuration not stated)	9.0%	2.1%
Cc1ccc(-c2nn3c(N(C)C)cc(C)nc3c2C)cc1	-8.0%	-3.1%
CCOC(=O)c1ccc(NC(=O)C2Cc3ccccc3C(=O)O2)cc1 (configuration not stated)	3.3%	8.8%
COc1ccccc1C(=O)OCc1cc(=O)n2nc(C3CC3)sc2n1	10.8%	6.9%
COc1ccc(CCNC(=O)CCc2c(C)c3cc4c(C)coc4cc3oc2=O)cc1	-9.5%	0.0%
Cc1nc2c(-c3ccc(F)cc3)c(C)nn2c(C)c1CCC(=O)NCc1cccc(Cl)c1	-3.2%	-5.5%
CCC(N)CC12CC3CC(CC(C3)C1)C2 (configuration not stated)	-2.3%	-3.8%
COc1ccc2c(c1)c1c(c(=O)n(-c3cccc(Cl)c3)c(=O)n1CC(=O)NCC1CCCO1)n2C (configuration not stated)	35.9%[activator]	0.0%
Cc1cc(=O)oc(C)c1C(=O)Nc1ccc(OC(F)(F)F)cc1	-6.0%	-5.5%
COc1ccc(C(=O)NCC(c2cccs2)S(=O)(=O)c2ccc(C)cc2)cc1 (configuration not stated)	-28.6%	?
Cc1ccc(C(=O)COC(=O)c2ccccc2C(=O)c2ccc(-c3ccccc3)cc2)cc1	32.2%[activator]	-8.9%
CC(C)c1cc(C(=O)N2CCNC(=O)C2)c2ccccc2n1	6.7%	-8.3%
Cc1cc(C)cc(NC(=O)C2CCN(c3nc4ccccc4nc3C(F)(F)F)CC2)c1	-1.4%	8.8%
CCc1cc2c(cc3c(=O)n(CCCC(=O)NCc4cccc(Br)c4)ncn32)s1	7.7%	0.7%
CC(C1CC1)N(C)CC(=O)NC(C)(C#N)C(C)C (configuration not stated)	-8.7%	-5.4%
Cc1ccccc1NC(=O)c1c2c(nc3ccccc13)C(=O)N(C1CCCCC1)C2	3.8%	19.5%
Cc1ccc2c(COC(=O)C3=NNC(=O)CC3)cc(=O)oc2c1	5.1%	3.3%
Cc1cc2oc(=O)cc(CSc3nncn3C(C)C)c2cc1C	1.8%	3.1%
Cc1cccc(NC(=O)c2c(C)cc(C)nc2SCC(=O)c2ccccc2)c1	-4.5%	-8.8%
Cc1ccc(S(=O)(=O)Nc2nc3ccccc3nc2Nc2ccc(C(=O)O)cc2)cc1C	-6.1%	7.2%
Cc1ccc(C(NC(=O)c2ccccc2C)c2cccnc2)cc1C (configuration not stated)	-6.5%	5.9%
COc1cc2c(=O)n(CCC(=O)NCC3CCCO3)c(=O)n(CC(=O)Nc3ccc(C)cc3)c2cc1OC (configuration not stated)	-1.0%	-15.4%
Cc1cc(C)n(C(=O)c2cccc(S(=O)(=O)N3CCOCC3)c2)n1	-11.7%	?
CCc1cccc(C)c1NC(=O)c1cnn(-c2ccc(F)cc2)c1-n1cccc1	22.9%	-4.6%
CCCNC(=O)NC(=O)CSc1nc(NC2CC2)c2ccccc2n1	0.7%	5.5%
Nc1ncc(S(=O)(=O)NCc2ccccc2)cn1	17.2%	8.4%
COc1ccc(CCNC(=O)c2ccc3c(c2)ncn3-c2ccc(C(C)C)cc2)cc1OC	?	-4.1%
COc1ccc(C)cc1NC(=O)C(Cc1ccccc1)NS(=O)(=O)c1cccs1 (configuration not stated)	0.7%	-6.6%
CC(C)CCNC(=O)C1CCNCC1	-3.9%	8.2%
Fc1cccc(-n2ncc3c2ncn2nc(-c4ccccc4Cl)nc32)c1	6.2%	-3.8%
Cc1ccc(C)c(NC(=O)C(c2ccccc2)N2CCC(c3nc(C4CC4)n[nH]3)CC2)c1 (configuration not stated)	-6.2%	1.4%
Cc1c(C(=O)c2ccc(C(C)(C)C)cc2)sc(Nc2ccccc2)c1C#N	-8.0%	-9.3%
Cc1oc(-c2ccccc2)nc1C(=O)N1CCN(C(=O)c2ccco2)CC1	5.4%	2.8%
C#CCNC(=O)CSc1cccs1	-4.2%	-9.1%
CCCN(CCC)C(=O)Cn1c(=O)n(CCCCCC(=O)NCc2ccccc2Cl)c(=O)c2sccc21	6.8%	3.6%
CCCn1nc(C(=O)Nc2cccc(S(=O)(=O)N(C)C)c2)c2ccccc2c1=O	-11.6%	4.2%
Cc1ccc2onc(CC(=O)N3CCN(c4cc(Cl)ccc4C)CC3)c2c1	?	-19.6%
N#Cc1ccc(COC(=O)c2ccc3c(c2)OCCO3)cc1	-1.9%	8.6%

# Compound profiles, as listed above:
# CCCn1nc(C(=O)Nc2cccc(S(=O)(=O)N(C)C)c2)c2ccccc2c1=O as listed: AID inh: -11.6%; UDG counter: 4.2%
# COc1ccc(C)cc1NC(=O)C(Cc1ccccc1)NS(=O)(=O)c1cccs1 (configuration not stated) as listed: AID inh: 0.7%; UDG counter: -6.6%

# Further entries.
Molecule	AID inh	UDG counter
COc1ccc(-c2noc(N3CCC(C(=O)N4CCN(c5ccccc5OC)CC4)CC3)n2)cc1	-20.0%	?
Cn1nc(-c2ccc(C(=O)Nc3cccc(C(F)(F)F)c3)cc2)c2ccccc2c1=O	?	-0.9%
COc1ccc2cc(/C=C(/C#N)c3nc4ccccc4[nH]3)ccc2c1	27.9%	11.7%
Cc1ccccc1C1CC(=O)N(c2ccc(C(F)(F)F)cc2)C2=C1C(=O)CCC2 (configuration not stated)	-4.6%	2.2%
Cc1noc(C)c1S(=O)(=O)N1CCC(C(=O)Nc2ccc(Br)cc2)CC1	26.3%	-2.2%
CN(C)CCCn1c(-c2ccc(COc3ccc(Br)cc3)o2)n[nH]c1=S	3.4%	-5.0%
CCOC(=O)c1c(S(=O)(=O)N2CCC(C(=O)Nc3ncccc3C)CC2)c(C)n(C)c1C	8.6%	0.1%
Cc1c(C#N)c(NC(=O)CSc2nncn2-c2ccccc2)n(Cc2ccco2)c1C	-5.7%	-4.3%
N#Cc1ccccc1NC(=O)C(=O)NCC(c1cccnc1)N1CCc2ccccc2C1 (configuration not stated)	154.1%[activator]	43.1%[activator]
COc1ccc(CNC(=O)Cn2ccc3cc(S(=O)(=O)N4CCCCC4)ccc32)c(OC)c1	-2.8%	-19.6%[57.5 µM]
COc1cccc(CNC(=O)c2cnc(N3CCCCC3)c3ccccc23)c1	?	?
CC(=O)c1ccc(NC(=O)c2cc(-c3ccc(C)s3)nc3ccccc23)cc1	16.4%	-29.5%
Cc1cccc(OC(=O)c2cc(-c3ccc(Cl)cc3)on2)c1C	1.9%	1.4%
CCOC(=O)c1cc(NC(=O)c2ccccc2)c(=O)n2c1oc1ccc(Cl)cc12	29.4%	-9.4%
Cc1ccc(S(=O)(=O)NCCc2nnc3ccc(SCc4ccc(Cl)cc4)nn23)cc1	-16.4%	-4.0%
CN[C@H]1CC[C@@H](c2ccc(Cl)c(Cl)c2)c2ccccc21	-25.6%	8.0%
CNc1oc(-c2ccccc2F)nc1S(=O)(=O)c1ccc2c(c1)OCCO2	-20.1%	79.4µM*
CCOC(=O)CNC(=O)N1CCCN(S(=O)(=O)c2ccc3c(ccn3CC)c2)CC1	-6.9%	3.1%
CC(C)CN(C(=O)CN1c2ccccc2CC1C)c1c(N)n(Cc2ccccc2)c(=O)[nH]c1=O (configuration not stated)	-0.2%	-2.9%
C=CCOc1ccccc1NC(=O)c1ccc(C)cc1	-3.6%	-0.7%
Cc1nc2cc(NS(=O)(=O)c3cccc(F)c3)ccc2o1	2.5%	-7.8%
Cc1ccccc1CNC(=O)c1ccc(Cn2c(SCc3ccccc3)nc3cccnc32)cc1	?	-11.9%
CCCOC(=O)c1c(NC(=O)c2cc3nc(-c4ccc(OC)cc4)cc(C(F)(F)F)n3n2)sc2c1CCCC2	11.1%	-14.4%
CCC(=O)N1N=C(c2cccc(NS(C)(=O)=O)c2)CC1c1ccc2nccnc2c1 (configuration not stated)	1.4%	-1.1%
CCc1cccc(CC)c1NC(=O)c1c(C)oc2ccc(O)c(CN3CCN(C)CC3)c12	-0.8%	47.0%[activator]
CC1CCCc2sc(N)c(C#N)c21 (configuration not stated)	33.2%[activator]	-17.2%
COc1ccc(NC(=O)CCc2c(C)c3ccc(OC)c(C)c3oc2=O)c(OC)c1	-9.2%	-2.3%
N#Cc1ccccc1OCCN1CCc2ccccc2C1	0.0%	3.6%
O=C(Nc1ccccc1C(F)(F)F)c1ccc(F)c(S(=O)(=O)N2CCc3ccccc3C2)c1	2.4%	-4.1%
N#Cc1ccc(CSC2=NCCCN2)cc1	-2.0%	-1.3%
CC(C)CCN(C(=O)CN(C)c1ccccc1)c1c(N)n(Cc2ccccc2)c(=O)[nH]c1=O	-5.6%	12.2%
CCCCc1nn2c(=O)cc(COC(=O)c3cccc(NC(=O)CCc4ccccc4)c3)nc2s1	?	-17.0%
C[C@]12CC[C@@H]3c4ccc(O)cc4CC[C@H]3[C@@H]1CC[C@@H]2O	-3.8%	-1.1%
CC1CCC(NC(=O)CCc2cn(Cc3ccc(F)cc3)c3ccccc23)CC1 (configuration not stated)	-20.5%	-3.3%
CCc1nc2ccc(C(=O)N3CCN(c4cccc(OC)c4)CC3)cc2nc1CC	-12.5%	21.2%
CN(C)c1ccc(C(=O)/C=C/c2ccc(C#N)cc2)cc1	-4.0%	-6.0%
Cc1ccc(CN(C(=O)COc2cccc([N+](=O)[O-])c2)c2ccccn2)o1	2.6%	-26.3%
CCOC(=O)N1CCc2c(sc3c2C(=O)NC(c2ccccc2F)N3)C1 (configuration not stated)	-28.7%	14.1%
O=C(NCCC(c1ccccc1)c1ccccc1)NNc1ccccn1	-9.2%	-0.6%
CC1=NN(c2nc(C)cc(C)n2)C(=O)C1Cc1ccc(Cl)cc1 (configuration not stated)	-0.4%	2.1%
O=C(Nc1ccc2c(c1)CCC2)c1cccc2ccccc12	2.8%	0.4%
CCc1ccc(NC(=O)Cn2cc(S(=O)(=O)N3CCCC3)c(S(=O)(=O)N3CCCC3)c2)cc1	30.3%[activator][57.5 µM]	-8.4%[57.5 µM]
Clc1cccc(Cl)c1CNCCN1CCCC1	-3.9%	2.7%
O=C(NCc1ccccc1)c1ccc(CSc2nc3cccnc3n2Cc2ccccc2F)cc1	0.0%	-10.1%
CCN(CC)c1ccc(CNS(=O)(=O)c2cc3c(cc2C)NC(=O)CO3)cc1	23.9%	-29.9%
Cc1c(Cl)cccc1NC(=O)CCS(=O)(=O)c1ccc(Br)s1	11.6%	30.4%[activator]
CC(C)=CCC/C(C)=C/C=N/NC(=S)Nc1ccc(C)cc1	-4.3%	-4.6%
